hK5 inh: kallikrein 5 (human) inhibition. Q9Y337. recombinant hK5, fluorogenic AMC substrate cleavage. inhibition, % at 5 µM. 210,000 compounds, 0.59% hits;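 active means inhibition of 40% or more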;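 further: 0% = enzyme controls without compound and 100% = no-enzyme blanks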
Target sequence (Q9Y337 67-293 limits assumed): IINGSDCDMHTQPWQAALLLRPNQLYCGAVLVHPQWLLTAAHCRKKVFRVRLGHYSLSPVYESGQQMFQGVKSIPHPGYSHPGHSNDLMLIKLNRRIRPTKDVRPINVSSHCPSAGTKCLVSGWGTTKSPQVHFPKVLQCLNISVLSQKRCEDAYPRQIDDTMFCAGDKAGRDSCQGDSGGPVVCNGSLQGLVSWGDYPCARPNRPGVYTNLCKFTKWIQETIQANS
Hck Nef HTS: blocks Nef-activated human Hck kinase | inhibition, % at 20 µM | 220,000 compounds, 0.68% hits | AID 463187 | Recombinant Hck-YEEI plus Nef, Z-Lyte FRET kinase assay;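 active means Hck-Nef kinase inhibition above about 50%, limit read from the data; inactive means inhibition below that limit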;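 further: 0% = DMSO with Hck plus Nef and 100% = Hck alone without Nef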
Runt-SMMHC FRET: Runt domain-CBFb-SMMHC interaction inhibition; Q01196+Q13951; Cerulean-Runt/Venus-CBFb-SMMHC FRET ratio 530/480, 1 h; inhibition, % at 20 µM; 220,000 compounds, 0.74% hits;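 active means mean inhibition across duplicate retests at 20 µM reaching about 50%, limit read from the data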;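 further: 0% = DMSO wells and 100% = wells with excess untagged CBFb-SMMHC; inhibitors lower the FRET ratio by blocking Runt binding to CBFb-SMMHC; some results filed as inactive read as strong as hits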
Target sequence (Q01196 whole entry, looked up, the tested form may be a part): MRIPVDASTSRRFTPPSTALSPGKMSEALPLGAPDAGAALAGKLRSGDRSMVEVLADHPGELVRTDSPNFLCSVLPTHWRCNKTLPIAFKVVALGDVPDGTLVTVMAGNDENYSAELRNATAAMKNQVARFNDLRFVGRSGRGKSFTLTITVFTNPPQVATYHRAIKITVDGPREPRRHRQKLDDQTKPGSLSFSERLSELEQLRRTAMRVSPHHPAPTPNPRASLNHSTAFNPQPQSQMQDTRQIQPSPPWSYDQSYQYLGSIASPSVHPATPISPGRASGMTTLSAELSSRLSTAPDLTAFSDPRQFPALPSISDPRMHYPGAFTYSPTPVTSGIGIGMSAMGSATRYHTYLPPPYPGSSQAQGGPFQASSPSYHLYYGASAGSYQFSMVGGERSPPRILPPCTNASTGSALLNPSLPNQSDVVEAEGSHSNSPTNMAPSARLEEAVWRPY
Target sequence (Q13951 whole entry, looked up, the tested form may be a part): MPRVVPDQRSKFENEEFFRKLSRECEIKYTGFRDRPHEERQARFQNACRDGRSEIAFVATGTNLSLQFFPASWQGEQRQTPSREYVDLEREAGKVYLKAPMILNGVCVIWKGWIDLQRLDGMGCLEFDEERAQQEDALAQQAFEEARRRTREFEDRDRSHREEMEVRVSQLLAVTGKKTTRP
Wee1 degr inh: inhibitors of human Wee1 degradation | 220,000 compounds, 1.2% hits | HeLa Luc-Wee1K328M stability, luciferase luminescence; 100% = proteasome inhibitor MG132 effect | P30291 | reporter increase, % at 5 µM;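 active means activation above the mean of all tested compounds plus 3 SD, set per screening run, cut at about 8.8% in these data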;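 further: cells exposed to compound for 20 h before luminescence read; 0% = DMSO alone and 100% = MG132 at 30 µM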
thrombin 1536: inhibitors of human thrombin; alpha-thrombin, Boc-VPR-AMC fluorogenic substrate cleavage; inhibition, % at 5 µM; P00734; 220,000 compounds, 0.26% hits; AID 1046;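 active means inhibition at or above 40%; inactive means inhibition below 40%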;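 further: 0% = enzyme with no compound and 100% = wells without enzyme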
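Material: human alpha-thrombin protein; Also added: Boc-VPR-AMC substrate, 15 µM final; Timing: enzyme reaction carried out at room temperature; Signal: fluorescence, ex 355 nm, em 460 nm; Measure: % inhibition of thrombin; Controls: enzyme without compound as high, wells lacking enzyme as low.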
FXIa inh 1536: inhibitors of human coagulation factor XIa; purified FXIa, Boc-Glu-Ala-Arg-AMC fluorogenic substrate; inhibition, % at 5 µM; 220,000 compounds, 0.14% hits; AID 798;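 active means inhibition of at least 40%; inactive means inhibition below 40%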;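 further: fluorescence of freed AMC excited at 355 nm; 0% = enzyme without compound and 100% = no enzyme blank; many of its hits are not listed in these tables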
Runt-CBFb FRET: inhibitors of human RUNX1 Runt domain binding to CBFb. AID 1496. 220,000 compounds, 0.46% hits. inhibition, % at 20 µM. Q01196+Q13951. Cerulean-Runt/Venus-CBFb FRET ratio 530/480, 1 h;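 active means inhibition over about 50% at 20 µM in the single-dose screen, limit read from the data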;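 further: 0% = DMSO wells and 100% = excess unlabeled CBFb competitor control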
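Measured by: fluorescence energy transfer, 422 nm excitation, 530/480 nm emission; test system: Cerulean-tagged RUNX1 Runt domain (FRET donor) fusion protein; buffer or medium: Tris pH 7.5 buffer with BSA; compound: one dose, 20 µM compound, 1% DMSO; times: two 1 h room-temperature incubations shielded from light; benchmarks: unlabeled CBFb 5 µM, positive control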
14-3-3 Bad PPI: disrupts binding of bovine 14-3-3 zeta to phospho-Bad peptide. inhibition, % at 21.7 µM. 220,000 compounds, 0.71% hits. TR-FRET 14-3-3zeta/Dy647-pBad peptide displacement, 1 h;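 active means inhibition above about 70%, limit read from the data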;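 further: 0% = full 14-3-3 plus peptide FRET controls and 100% = background without 14-3-3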
FXIIa inh: blocks human coagulation factor XIIa protease activity | 220,000 compounds, 0.3% hits | purified FXIIa, Boc-QGR-AMC fluorogenic substrate, 2 h | AID 800 | inhibition, % at 5 µM; in the data active means inhibition above about 40%;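 further: 0% = enzyme with no compound and 100% = blank without enzyme; many of its hits are not listed in these tables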
* marks the source's active call; other numbers are inactive results; x = no result given; [ ] = another dose, or the depositor's remark. Rows are unselected (roughly 4.2% active in at least one column).

SMILES	hK5 inh	Hck Nef HTS	Runt-SMMHC FRET	Wee1 degr inh	thrombin 1536	FXIa inh 1536	Runt-CBFb FRET	14-3-3 Bad PPI	FXIIa inh
COc1ccc(Oc2ncnc3c2ncn3Cc2ccccc2)cc1	-25.4	9.8	3.0	-1.3	-3.7	2.9	0.5	-3.3	8.4
COC(c1ccccc1)c1nnc(CCC(=O)NC2CCCCC2)o1 (centres undefined)	0.1	17.6	1.4	-2.2	-10.5	-0.8	0.1	1.1	8.7
CC(=O)c1cccc(NC(=O)C(OC(=O)/C=C/c2ccc3c(c2)OCO3)c2ccccc2)c1 (centres undefined)	-0.7	2.4	1.5	-2.7	0.8	-0.1	0.7	7.2[fluorescence artefact?]	7.3
CCOC(=O)c1cnc2ccc(OCC)cc2c1NCc1ccccc1OC	-20.8	32.4	-5.0	2.8	0.3	2.1	-8.5	-7.7	10.2
COC(=O)c1ccc2c(=O)n(CCN3CCOCC3)c(SCC(=O)NCc3ccccc3)nc2c1	-1.1	-2.2	-4.8	-1.6	0.0	-7.6	x	-1.2	7.7
CCOC(=O)C1(Cc2ccc(Cl)cc2)CCN(C(=O)c2cscn2)CC1	-3.7	16.2	-1.6	-1.7	-17.1	-5.3	-3.1	3.3	6.3
O=C(Nc1ccccc1)c1ccc(NC2CCCCC2)c(S(=O)(=O)N2CCOCC2)c1	-3.2	-24.4	-0.1	0.8	-3.1	5.9	-1.3	1.1	12.8
O=C(Nc1ccc2c(c1)nc1n2CCN(Cc2ccccc2)C1)c1cccs1	-21.0	-0.4	-8.2	0.6	0.1	4.1	2.3	6.4[fluorescence artefact?]	11.7
COc1ccc(/C=N/Nc2nonc2N)cc1OC	-11.0	16.3	1.4	0.1	-2.1	6.7	-2.8	-3.7	14.6
CCOc1cccc(/C(O)=C2/C(=O)C(=O)N(CCOC)C2c2ccncc2)c1 (centres undefined)	-9.2	2.3	-3.5	3.8	1.9	-1.6	-3.0	-2.1	9.4
C=CCOc1ccc(CNn2cn[nH]c2=S)cc1OC	-28.0	-0.4	0.6	0.8	-11.5	-10.5	1.8	-23.1	15.7
CCc1c(C)nc(N)nc1OCC(F)(F)C(F)F	12.9	0.1	-1.3	1.4	-7.0	-9.1	-0.4	2.1	-10.1
COc1ccc(S(=O)(=O)N(CCC(N)=O)Cc2ccco2)cc1OC	-9.5	4.4	-3.8	1.4	-3.3	-6.8	-0.9	-4.5	1.5
CCOC(=O)c1ccc(N2C(=O)CC(N3CCN(C/C=C/c4ccccc4)CC3)C2=O)cc1 (centres undefined)	-18.4	-0.1	0.9	-0.7	-5.4	-21.1	-5.6	-1.7	-1.2
O=C(NCc1cccs1)Nc1cccs1	2.3	-0.3	-3.7	-1.1	-3.8	1.3	4.8	-7.9	12.8
COc1ccc2c(c1)c(=O)oc1cc(OCC(=O)N3CCc4ccccc4C3)ccc12	-81.3	-0.6	-6.9	3.0	2.9	4.5	0.5	17.6	5.7
CN(C)S(=O)(=O)n1cnc2ccccc21	-25.8	0.4	0.9	2.0	-9.3	-8.2	0.3	-1.6	0.1
COc1ccc(OCCC(=O)OCC(=O)NCCc2ccccc2)cc1	0.5	0.6	-1.9	1.7	-0.8	-1.4	-1.2	-4.8	5.7
Cc1ccc(S(=O)(=O)N2CCC(C(=O)NCCc3ccc(S(N)(=O)=O)cc3)CC2)cc1	7.3	3.2	1.0	5.2	-5.7	-15.5	2.1	-4.6	-2.8
C=CCNCCOCCSc1ccc(Cl)cc1	-12.2	-2.1	3.1	0.8	-5.2	-3.8	-2.3	11.9	6.3
Cc1ccc(CNS(=O)(=O)c2ccc3c(c2)n(C)c(=O)c(=O)n3C)cc1	0.8	2.9	2.9	10.2*	0.8	-0.2	-0.9	-3.8	13.3
Cc1cc2nc(N3C(=O)CNC3=S)sc2cc1C	-9.3	16.7	4.3	0.6	0.9	-4.6	-1.6	-15.3	5.0
O=C(CSc1nccn1Cc1ccccc1)NCc1ccccc1	-3.6	3.9	-0.1	0.7	-4.1	-0.8	0.7	-9.6[fluorescence artefact?]	8.9
C=CCOc1ccc(/C(O)=C2\C(=O)C(=O)N(CCN(C)C)C2c2cccs2)cc1 (centres undefined)	4.7	1.6	-2.7	-1.7	-9.2	-10.9	-1.2	-3.9	5.2
N#CC1=C2SCN(Cc3ccccc3)CN2C(=O)CC1c1ccccc1F (centres undefined)	-4.4	1.4	48.9	1.9	-2.4	6.2	30.0	-4.6	17.8
(cont.)
SMILES	hK5 inh	Hck Nef HTS	Runt-SMMHC FRET	Wee1 degr inh	thrombin 1536	FXIa inh 1536	Runt-CBFb FRET	14-3-3 Bad PPI	FXIIa inh
CCCn1c(=O)c2c(c3ccccc31)OC(C)C(=O)N2 (centres undefined)	-11.8	1.4	2.5	-1.3	-9.7	-2.7	0.2	-10.7	12.9
O=S(=O)(c1ccc(NC(=S)NCc2ccco2)cc1)N1CCCCC1	-3.2	1.5	-0.4	-0.2	1.0	1.0	-1.7	-3.1	10.4
Cc1cc(C)cc(N(CC(=O)Nc2ccccc2C(=O)N2CCOCC2)S(C)(=O)=O)c1	-6.3	-14.8	-1.6	0.3	1.9	5.7	-2.6	2.9	14.0
O=C(CCN1CCCCC1)Nc1ccccc1	-5.5	15.1	-0.7	-1.6	-6.1	-7.3	-1.9	-7.8	2.2
CCN(CC(=O)N1CCCCCC1)S(=O)(=O)c1ccc(Cl)cc1	-4.8	0.0	-1.5	4.1	2.2	-0.9	0.3	-15.8	-5.3
N#C/C(=C\c1ccc(N2CCCC2)c([N+](=O)[O-])c1)c1nc2ccccc2[nH]1	3.8	15.8	-2.1	-1.4	-3.4	-1.0	-1.0	19.2	10.7
Cc1c(N=Cc2ccccn2)c(=O)n(-c2ccccc2)n1C	-3.6	-1.0	0.2	-3.7	-1.4	1.4	-1.8	-12.8	8.9
O=C(O)Cn1cccc1C(=O)c1ccccc1	-1.6	0.8	0.6	9.2*	-3.1	-0.1	x	5.8	1.7
Cc1ccccc1NC(=S)NC12CN3CN(CN(C3)C1)C2	-7.6	-17.3	1.9	-0.8	2.4	-1.3	x	-6.6	6.5
CCOP(=O)(OCC)/C(=N/OC(=O)c1ccccc1C)C(N)=O	-14.4	3.5	1.1	1.5	-0.3	6.8	-2.0	7.1	12.1
O=C1N=C(N2CCCCC2)S/C1=C/C1=Cc2ccccc2OC1	-1.5	-15.3	-4.5	0.0	-1.3	-1.9	0.2	-11.5	7.2
COc1ccccc1NC(=S)NNC(=O)c1nn(C)cc1Cl	-21.7	-0.6	3.1	3.2	-4.2	-2.4	0.8	1.3	20.8
COc1cccc(C(=O)NC(C)c2ccc(Br)cc2)c1 (centres undefined)	1.8	1.3	0.6	0.5	5.3	8.3	-1.2	16.3[fluorescence artefact?]	13.2
O=[N+]([O-])c1ccc(-c2nnc(CNC3CCCC3)o2)cc1	-13.6	31.1	-6.0	0.7	-3.4	-5.9	1.8	-3.9	1.6
CCOc1ccc(CCNc2nc3c(c(=O)n(C)c(=O)n3C)n2CC)cc1OCC	5.4	-1.4	-3.0	-0.8	-0.6	-14.9	-2.5	12.0[fluorescence artefact?]	10.8
CS(=O)(=O)N(CC(=O)NCc1ccncc1)c1ccc(F)c(Cl)c1	x	-5.3	-2.2	-0.6	1.6	1.5	0.8	-1.9	7.4
COc1cc(C2C(C#N)=C(N)N(Nc3ccccc3)C3=C2C(=O)CC(C)(C)C3)ccc1OCc1ccccc1 (centres undefined)	-44.2	4.9	32.1	-4.4	1.6	3.5	18.2	-11.1	7.8
C=CCCCCCCCCc1nc(=S)[nH][nH]1	-268.9	1.4	1.8	-1.7	-7.8	4.0	5.7	-25.1[fluorescence artefact?]	-3.4
O=C(O)C1C2C=CC(C2)C1C(=O)NCc1ccco1 (centres undefined)	-7.8	11.7	0.0	1.5	0.5	-5.9	1.0	-0.8	0.0
Cc1sc(NC(=S)NC(=O)c2ccco2)c(C#N)c1C	x	49.0	15.1	0.5	-0.5	5.0	35.4	-7.4	13.8
Cc1csc(-c2cnn(-c3ccccc3)c2NC(=O)c2cccc(C(F)(F)F)c2)n1	-4.4	3.2	0.3	-1.9	4.2	6.8	5.2	8.2	21.7
O=C(Nc1ccncc1)c1ccc2c(c1)S(=O)(=O)c1ccccc1C2=O	-2.7	17.7	1.2	1.1	-5.9	-5.0	1.4	-6.1	7.7
Cc1sc2ncnc(Sc3ccccc3C(=O)O)c2c1C	-7.8	5.6	-5.1	1.6	3.2	-3.3	0.7	-19.9	4.3
Cc1cccc(C)c1NC(=O)C1CCCN1C(=O)OC(C)(C)C (centres undefined)	2.0	23.6	1.1	-0.3	-17.3	21.9	0.6	0.9	13.2
CCNC(=O)Cc1ccc(NS(=O)(=O)c2ccc(F)cc2)cc1	3.8	-0.6	2.4	0.7	10.6	6.2	-1.5	39.8	21.6
(continued)
SMILES	hK5 inh	Hck Nef HTS	Runt-SMMHC FRET	Wee1 degr inh	thrombin 1536	FXIa inh 1536	Runt-CBFb FRET	14-3-3 Bad PPI	FXIIa inh
COc1ccc(Nc2nc(N)c([N+](=O)[O-])c(N3CCOCC3)n2)cc1	-1.9	10.2	2.4	2.6	-2.5	0.1	-2.8	-14.0	5.4
Cc1cc(NS(=O)(=O)c2ccc(NC(NC(=O)C(C(F)(F)F)C(F)(F)F)(C(F)(F)F)C(F)(F)F)cc2)no1	-7.8	8.3	1.6	-1.0	2.9	6.1	-2.0	48.1[fluorescence artefact?]	15.1
Cc1nnc2ccc(-c3ccc(NC(=O)c4cccnc4Cl)cc3)nn12	-9.0	-7.7	2.3	-2.2	-12.1	-3.2	0.5	-6.9	-7.6
O=C(Cn1cnc2ccccc2c1=O)c1ccc2c(c1)OCCO2	-1.6	2.0	-0.5	6.5	-4.4	-5.7	1.5	4.8	-0.7
CCOC(=O)c1c(C)c(-c2ccccc2)n(CC(=O)N2CCCC2)c1C	-2.2	2.6	1.1	-1.0	-5.7	-0.9	0.2	4.0	11.6
N#CC1=C(N)C(C#N)(C#N)[C@H](c2ccoc2)[C@H]2CN(Cc3ccccc3)CC=C12	112.0*	23.4	57.4*	4.8	19.6	7.2	39.6	-8.2[fluorescence artefact?]	28.8
COc1ccc2cc(CN(Cc3ccco3)C(=S)NCC3CCCO3)c(=O)[nH]c2c1 (centres undefined)	1.8	15.5	x	-2.1	-6.4	-0.6	x	-16.7	5.8
Cc1cccc(Sc2c(C=O)c3ccccc3n2C)c1	-6.8	0.5	1.4	-0.7	3.5	2.4	-2.8	-13.1	11.8
O=C(Nc1ccccc1C(=O)O)/C(=C/c1ccc([N+](=O)[O-])cc1)NC(=O)c1ccc(Br)o1	-19.2	-0.3	2.8	0.6	1.0	-6.9	8.5	-3.0	-2.2

Bioassay records (PubChem BioAssay)
